# Assay outcomes deposited in PubChem BioAssay by several laboratories.
# E-sel TNF inh – blocks E-selectin expression induced by TNF alpha | HUVEC TNFa-induced E-selectin immunofluorescence, high content | inhibition, % at 2 µM | hit rate 0.71% among 120,000 | AID 1246;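 active = inhibition above the batch mean plus 3 SD, and confirmed as a hit on visual image review, cut at about 43% in these data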;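 note: 0% = TNF-stimulated DMSO wells and 100% = unstimulated control wells; not every result past the cut was called active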
# Phagocytosis inh – macrophage phagocytosis inhibition; J774A.1 macrophage IgG-bead phagocytosis, imaging; inhibition, % at 5 µM; hit rate 0.07% among 110,000; AID 1029;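 active = inhibition above the mean of the plate negative controls plus 5 SD, cut at about 13% in these data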;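 note: phagocytic index as fraction of beads internalized from green versus red external bead signal; plate controls were DMSO negative control for no effect and cytochalasin-D positive control for full effect; some results beyond the cut were filed as inactive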
# MRP-1 activ – activators of MRP-1 | H69AR cells + doxorubicin, viability rescue, CellTiter-Glo | viability increase, % at 10 µM | hit rate 0.61% among 140,000 | AID 799;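 active = viability gain under doxorubicin at or above a set limit, the compound median plus 3 SD, cut at about 4.7% in these data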;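 note: MRP-1 overexpressing cells given doxorubicin 25 µM after compound pretreatment; 18-22 h compound pretreatment then 72 h with doxorubicin before readout; 0% = doxorubicin-only wells and 100% = vehicle-treated cells without doxorubicin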
# GALR2 blocker – blocks the human galanin receptor 2 | O43603 | GALR2-expressing cells, antagonist mode | inhibition, % at 4 µM | hit rate 0.39% among 140,000 | AID 828; in the data active = inhibition above about 27%;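 note: cells stimulated with galanin 1-16 at roughly its EC80; 0% = agonist challenge control and 100% = basal control without agonist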
# Target sequence (O43603 whole entry, looked up): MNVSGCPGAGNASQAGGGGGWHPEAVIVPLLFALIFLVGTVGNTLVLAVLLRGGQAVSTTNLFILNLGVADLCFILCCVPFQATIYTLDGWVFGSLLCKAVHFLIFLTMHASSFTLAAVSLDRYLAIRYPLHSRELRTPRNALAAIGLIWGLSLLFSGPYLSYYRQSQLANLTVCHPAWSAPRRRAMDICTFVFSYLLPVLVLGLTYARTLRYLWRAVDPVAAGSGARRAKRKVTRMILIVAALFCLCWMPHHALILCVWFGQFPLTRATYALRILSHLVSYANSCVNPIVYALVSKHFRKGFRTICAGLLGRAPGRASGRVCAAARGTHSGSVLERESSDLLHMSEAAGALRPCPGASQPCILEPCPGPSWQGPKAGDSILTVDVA
# Measles CPE – protection of cells from measles virus. protection (pct of control), % at 4 µM. Measles virus-infected cells, CPE protection, absorbance. hit rate 1.5% among 140,000; in the data active = protection mostly above about 24%, no sharp cut-off; inactive = mostly below about 26%; note: some compounds called inactive have numbers as strong as hits
# Yeast life ext – yeast lifespan extension; S. cerevisiae growth with nicotinamide, OD615; deaD strain in restrictive glucose medium; inhibition of the nicotinamide effect, % at 10 µM; hit rate 0.68% among 130,000;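 active = inhibition above a set limit, placed 3 SD over the median of all compounds, cut at about 26% in these data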;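 note: 0% = nicotinamide-treated wells and 100% = cells grown without nicotinamide; some compounds called inactive have numbers as strong as hits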
#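 System: DeaD-strain S. cerevisiae / Buffer or medium: CSMM-D, restrictive glucose (dextrose) synthetic minimal medium / Probe or stimulus: nicotinamide, 1.5 mM, co-present with compound / Compound: one concentration, 10 µM, DMSO 0.25% / Incubation: 48 h compound exposure at 30 °C, humidified / Technique: optical density (absorbance) at 615 nm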
# PTEN del growth – PTEN-deleted cell growth suppression. HCT116 PTEN-null viability, CellTiter-Glo, 60 h; stronger effect = lower value. viability, % at 10 µM. hit rate 1.2% among 140,000;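 active = viability at or below a set limit, 4 SD under the median of all tested compounds, cut at about 3.7% in these data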;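 note: PTEN knockout HCT116 line with beta catenin targeted HCT116 as companion control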
# BB579 growth dn – chemicals that inhibit yeast BB579 growth in restrictive medium (lifespan-shortening candidates); S. cerevisiae BB579 growth, OD615, 48 h; hit rate 0.51% among 140,000; inhibition, % at 10 µM;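 active = inhibition above a set limit, 3 SD over the mean compound inhibition, cut at about 44% in these data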; note: inactives centre near -24
#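 Detection: OD615 turbidity measurement; Material: Saccharomyces cerevisiae DeaD strain BB579, replicative lifespan model yeast; Timing: 48 h exposure, 30 °C; Doses: single 10 µM dose; Medium: CSMM-D restrictive synthetic medium containing dextrose (glucose); Controls: amphotericin B at 10 µg/mL as positive control.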
# NPY-Y2 antag – antagonists of human neuropeptide Y receptor Y2; P49146; NPY-Y2 expressing cells, antagonist mode; inhibition, % at 2.7 µM; hit rate 0.99% among 140,000; AID 793; in the data active = inhibition above about 17%;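 note: 0% = vehicle with agonist challenge and 100% = reference antagonist with challenge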
# Target sequence (P49146 whole entry, looked up): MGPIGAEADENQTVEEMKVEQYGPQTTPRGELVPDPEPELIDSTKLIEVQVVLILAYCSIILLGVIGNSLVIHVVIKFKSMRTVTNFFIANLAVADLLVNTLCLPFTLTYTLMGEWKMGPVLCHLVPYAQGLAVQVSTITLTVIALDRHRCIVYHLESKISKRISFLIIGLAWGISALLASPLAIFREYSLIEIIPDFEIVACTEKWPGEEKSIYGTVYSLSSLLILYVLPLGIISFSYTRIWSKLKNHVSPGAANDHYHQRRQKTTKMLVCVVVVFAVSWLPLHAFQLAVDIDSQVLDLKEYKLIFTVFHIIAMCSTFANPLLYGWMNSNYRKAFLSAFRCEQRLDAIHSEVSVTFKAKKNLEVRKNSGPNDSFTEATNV
# bCat KO growth – beta-catenin-lacking colon tumor cell growth suppression; viability, % at 10 µM; hit rate 1.5% among 140,000; AID 818; HCT116 beta-catenin knockout viability, CellTiter-Glo, 60 h; stronger effect = lower value;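 active = viability at or under a set limit, the compound median less 4 SD, cut at about 6% in these data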;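 note: 0% = Hyamine 1622 control at 20 µM and 100% = untreated cell control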
# An asterisk follows results filed as active; · = no result given.
SMILES,E-sel TNF inh,Phagocytosis inh,MRP-1 activ,GALR2 blocker,Measles CPE,Yeast life ext,PTEN del growth,BB579 growth dn,NPY-Y2 antag,bCat KO growth
O=C(CNS(=O)(=O)c1c(Cl)cccc1Cl)OCC(=O)N1CCN(c2ccccc2)CC1,·,-3.6,-2.8,7.6,9.0,0.7,96.9,-32.6,0.6,92.4
O=C(O)CCCC(=O)N1CC(=O)Nc2ccccc21,·,0.2,-0.1,3.5,22.8,-14.7,96.4,-42.2,-2.8,86.5
COc1ccc(-n2c(CNc3ccc(C)cc3)nnc2SCC(=O)Nc2nc(-c3ccccc3)cs2)cc1,-6.5,0.4,-5.0,-8.0,-0.3,-10.4,0.4*,-18.6,2.3,0.8*
S=C(NCCN1CCOCC1)Nc1cccc2ccccc12,·,-5.9,-2.8,13.2,6.9,-1.1,91.8,-26.9,1.1,86.4
O=C(N1CCOCC1)N1CCCN(C(=O)N2CCOCC2)CC1,-15.7,0.5,-0.3,2.0,6.7,-4.7,102.6,-24.1,4.6,103.7
O=C(CNC(=O)/C(=C/c1ccccc1)NC(=O)c1ccc(Br)cc1)OCc1ccccc1,·,-2.2,-2.1,-6.6,1.7,2.2,88.5,-16.3,8.8,93.0
CCS(=O)(=O)N1CCN(c2ccccc2F)CC1,-29.3,0.5,-0.1,-0.3,2.0,-5.6,103.5,-19.4,3.9,93.4
O=C(Nc1cc2c(cc1Cl)OCCCO2)c1ccco1,·,2.6,1.4,-0.5,13.9,-5.2,90.5,-39.7,0.4,95.0
Cc1cc(C)c(S(=O)(=O)Nc2ccccc2-c2ccccc2)c(C)c1,7.7,-5.6,-0.4,0.7,8.0,19.6,105.1,25.2,8.5,99.2
CS(=O)(=O)N(CCc1ccccc1)CC(=O)N1CCCCC1,26.8,-0.9,-2.6,-4.7,3.3,-4.0,92.0,-9.7,1.9,92.4
O=C(O)c1ccc(/C=N/N2CCN(Cc3ccccc3)CC2)cc1,5.5,-5.1,-1.0,-2.0,21.2,4.5,94.6,-13.7,-0.1,88.5
COc1ccc(Cl)cc1NC(=O)C12CCC(C)(C(=O)O1)C2(C)C (stereo not given),-18.7,·,-1.4,-2.0,9.0,-17.1,85.1,-22.1,-0.5,94.2
O=C(NCc1ccc(N2CCCC2=O)cc1)Nc1cccc(Cl)c1,5.6,4.1,-0.2,-1.4,7.7,-10.8,61.4,-26.2,1.5,74.2
Cc1nc2sc(C(c3cccc(F)c3)N3CCCCC3)c(O)n2n1 (stereo not given),-0.3,2.6,-0.2,-13.8,8.4,17.4,101.3,-65.6,6.0,99.6
CC(=O)CCc1ccc(OCC(O)CNC2CCCc3ccccc32)cc1 (stereo not given),-14.1,1.4,-3.6,2.4,6.8,2.0,80.3,-19.8,4.2,83.9
O=C(NCc1ccccn1)c1ccc(Cl)c(S(=O)(=O)Nc2ccccc2C(=O)NCc2ccccn2)c1,·,-6.8,-2.8,-7.5,2.9,-0.2,96.8,-15.0,1.2,85.7
O=C(COc1ccccc1)N/N=C/c1ccc([N+](=O)[O-])o1,-27.5,·,-6.8,-14.1,6.3,10.2,1.0*,-10.8,2.0,1.3*
Cc1ccc(N=C/C(C(=O)C(F)(F)F)=C(\O)c2ccco2)cc1Cl,·,8.1,-1.0,10.6,13.4,-2.4,87.7,-21.2,0.7,78.0
CCCCC(=O)Nc1nc2ccc3nc(C)sc3c2s1,·,·,-0.8,-19.6,17.4,-10.3,77.7,-28.1,-1.3,68.3
O=C(NCCC1=CCCCC1)C1CCN(S(=O)(=O)c2cccc3nonc23)CC1,1.4,-2.0,-0.3,-9.3,10.1,-0.4,96.6,-92.7,6.5,92.2
COc1ccc(N2CC(NC(=O)NCC(C)C)CC2=O)cc1 (stereo not given),·,1.1,0.8,-9.3,3.4,4.0,94.0,-23.8,0.9,98.5
COc1ccc(CNC(=O)COC(=O)C2CC3C=CC2C3)cc1 (stereo not given),12.2,-5.3,0.5,-4.1,14.9,-3.0,93.1,-21.1,3.2,88.4
Fc1ccc(CSc2nnc(-c3cnccn3)n2Cc2ccco2)cc1,-7.7,-1.9,-0.7,-2.9,14.2,-12.4,94.6,-97.0,4.5,84.2
O=C(c1cn(-c2ccccc2)nc1-c1ccc(F)cc1)N1CCCCC1,-6.9,-4.9,-1.1,8.4,2.2,6.8,80.0,-36.8,7.2,101.9
COc1cc(/C=N/NC(=O)C2COc3ccccc3O2)cc(OC)c1OC (stereo not given),-19.2,0.3,-0.4,-0.1,12.2,3.6,106.1,-10.4,0.4,105.3
# Later entries:
SMILES,E-sel TNF inh,Phagocytosis inh,MRP-1 activ,GALR2 blocker,Measles CPE,Yeast life ext,PTEN del growth,BB579 growth dn,NPY-Y2 antag,bCat KO growth
Cc1ccc(C(=O)NCc2ccc3c(c2)OCO3)cc1S(=O)(=O)N1CCCCC1,-22.0,0.1,-0.1,-1.1,12.9,-9.9,79.0,-61.7,0.0,59.6
Cc1cccc(C)c1NC(=S)N=Nc1c(O)n(C)c2ccc(S(=O)(=O)N3CCOCC3)cc12,-17.2,-2.1,-3.5,14.4,4.3,3.0,15.4,-57.4,3.8,18.0
CCc1ccc(C2=NN(c3ccc(S(N)(=O)=O)cc3)C(c3ccc(F)cc3)C2)cc1 (stereo not given),17.9,0.1,-2.8,-17.7,12.5,0.6,13.0,-11.5,5.4,31.7
CCC(=O)N(Cc1cc2ccc(C)cc2n2nnnc12)C1CCCCC1,-12.2,·,-2.6,-10.8,6.2,·,99.9,-51.4,2.0,84.0
O=C(Cn1cc([N+](=O)[O-])cn1)N1CCc2ccccc21,-20.1,·,-1.7,2.5,7.6,-16.8,97.1,-61.4,0.6,97.6
COCCOC(=O)c1c(NC(=O)CN2CCOCC2)sc(C(N)=O)c1C,71.8*,-1.1,-3.3,-10.3,8.2,-32.6,104.1,-11.4,-2.2,93.5
O=C(CC(C(=O)O)C1CCCO1)Nc1cccc(C(F)(F)F)c1 (stereo not given),·,-0.6,0.8,7.8,4.1,-11.4,97.6,-10.8,-0.3,96.2
COc1ccc(S(=O)(=O)NC2CCCCC2)cc1C,-18.5,-1.3,-2.1,-4.3,9.0,0.9,88.4,-28.8,-0.5,96.2
COC(=O)c1ccc(Oc2ccc3nnc(C)n3n2)cc1,6.4,0.1,-0.7,-10.7,17.7,0.8,106.6,16.2,1.8,105.3
CCn1cnc2cc(NCc3cccc(OC)c3O)ccc21,6.2,-1.6,-2.5,4.5,9.4,-9.0,104.7,-49.4,0.9,103.5
Oc1ccc(/C=N/Nc2ncnc3c2ncn3Cc2ccccc2)cc1O,·,-5.3,-3.2,-28.8,7.3,-0.4,17.5,-36.3,7.7,25.9
Cc1noc(NS(=O)(=O)c2ccc(NC(=O)CSc3nc4ccccc4[nH]3)cc2)c1C,-24.5,-0.5,-0.2,-18.2,10.4,-14.9,117.7,-56.2,0.7,97.9
Cc1noc(C)c1S(=O)(=O)N1CCN(C(c2ccccc2)c2ccc(Cl)cc2)CC1 (stereo not given),·,-0.1,-1.0,-10.0,8.4,-4.1,70.5,-15.0,2.3,49.5
C=CCNC(=O)c1onc(CSc2ccccc2CC)c1C(=O)O,4.6,·,0.0,-3.3,15.0,-5.8,95.8,-41.0,7.4,94.6
O=C(COC(=O)CSCC(=O)N1CCCCC1)NCc1ccc(F)cc1,-0.7,-0.6,1.3,-2.0,5.6,2.7,112.0,-25.0,0.0,102.9
Cc1ccc(S(=O)(=O)N(CC(=O)N2CCN(c3ccc(F)cc3)CC2)C2CCCCC2)cc1,-0.7,·,-2.3,-4.7,4.5,-4.3,65.5,-16.7,0.3,73.5
Cn1ccnc1-c1nc2ccccc2[nH]c1=O,·,·,-1.7,-14.0,4.5,3.6,100.5,-36.2,-0.9,94.0
COc1ccc(NC(=O)c2ccc(C(=O)c3cc(OC)ccc3OC)cc2)cc1,4.3,2.8,-2.8,-3.3,1.5,15.7,88.8,-33.7,1.1,86.6
CCCCCNC(=O)c1ccc2c(=O)n(CC3CCCO3)c(=O)[nH]c2c1 (stereo not given),-16.5,1.3,-3.6,5.7,5.2,-17.9,93.3,-5.2,1.9,81.5
Cc1cc(C)nc(SCNC(=O)c2ccc(Cl)cc2)n1,-12.6,0.1,-1.0,-7.6,10.1,-8.2,102.8,-8.6,-0.1,100.0
S=C1NCCOCCNC(=S)NCCOCCOCCOCCN1,·,-4.0,-0.3,10.9,6.3,-1.7,97.7,24.6,3.3,97.0
Cc1[nH][nH]c(=O)c1C(c1ccc(O)c([N+](=O)[O-])c1)c1c(C)[nH][nH]c1=O,·,-6.3,1.4,0.4,5.8,-1.8,88.7,-20.4,1.3,93.9
COc1ccc(N2CCN(C3CC(=O)N(c4ccc5c(c4)OCCO5)C3=O)CC2)cc1 (stereo not given),-39.5,-2.3,0.5,2.5,19.5,-4.6,105.5,-34.7,-1.7,93.8
O=C(NCC(c1cccnc1)N1CCN(c2ccc(F)cc2)CC1)OCc1ccccc1 (stereo not given),-8.4,-0.4,-1.1,-12.4,0.6,-8.3,48.2,-29.1,-2.2,48.5
CCN(CC)CCn1c(O)c(N=O)c2ccccc21,·,0.1,0.4,6.5,5.6,-10.4,89.2,-26.3,2.9,92.8
# Other compounds:
SMILES,E-sel TNF inh,Phagocytosis inh,MRP-1 activ,GALR2 blocker,Measles CPE,Yeast life ext,PTEN del growth,BB579 growth dn,NPY-Y2 antag,bCat KO growth
CCOC(=O)c1c(C)[nH]c(C)c1C(=O)CSc1nc2ccccc2c(=O)n1-c1ccc(C)cc1,1.4,11.7,-1.4,9.8,19.8,-1.1,31.5,-28.0,3.4,41.5
CC(C)n1c(-c2ccccc2)nc(=S)c2c1CCCC2,1.2,-4.5,-1.1,3.8,11.8,10.4,99.8,-46.9,2.2,88.4
CCOc1nc(C)nc(NC(=O)NS(=O)(=O)c2ccccc2Cl)n1,-11.1,2.5,0.5,-5.3,4.0,1.1,104.2,-39.5,1.6,97.4
COc1ccccc1-c1nnc(SCC(=O)Nc2ccccc2)o1,13.0,1.0,-0.7,-1.9,21.1,-23.6,94.2,-40.0,0.7,96.9
N#CCc1nn(-c2ccccc2)c(N)c1C#N,-10.8,-0.5,-2.2,0.3,5.9,2.8,98.0,-46.4,1.5,94.4
O=C(NC1CCCC1)c1csc2c1CCCC2,-21.6,-0.7,0.1,5.7,10.1,-6.5,91.8,-29.6,-2.1,69.9
CCOC(=O)C(=CNc1cc(C)ccn1)C(=O)OCC,·,·,-1.6,2.2,16.8,-5.0,92.2,-13.3,1.4,92.5
Cc1nc(SCc2cccc(Oc3ccccc3)c2)n[nH]1,1.1,-4.4,-3.0,2.8,5.4,-15.0,86.2,-28.5,2.7,90.6
CCC(=O)Nc1c2c(nn1-c1cccc(Cl)c1)CSC2,10.0,·,-2.4,-2.5,6.2,5.9,99.3,-28.4,1.5,97.7
CCCC1Cc2nc(N3CCCCC3)c(C#N)cc2CO1 (stereo not given),27.4,2.4,1.1,-5.2,5.2,-11.6,87.8,-66.0,5.0,99.2
Cc1ccc(CNC(=O)Cc2ccc(-n3cccc3)cc2)cc1,·,-5.7,-2.4,17.0,10.8,2.0,29.5,-18.6,4.2,29.7
Cc1cccc(NCc2nc3ccccc3n2C)c1,11.0,2.9,-3.1,-9.7,1.6,-9.3,94.7,-34.4,2.8,91.7
